# VLA-4 inh = inhibition in human VLA-4 binding assay, primary screen, VLA-4 allosteric modulator project, MLPCN library, flow cytometry, VLA-4 expressing cells; Integrin alpha-4 (Homo sapiens), P13612; actives 0.2% (n = 330,000); inhibition, % (about 7 µM as worked out from the volumes in the protocol); ligand binding flow cytometry; in the data active = inhibition above about 50%
# proCasp3 act = activators of human procaspase-3 D3A mutant, primary screen, biochemical, absorbance, PC-3 D3A mutant, single concentration. recombinant procaspase-3 D3A, Ac-DEVD-pNA absorbance 405 nm. activation, % at 8.5 µM. actives 0.11% (n = 330,000). AID 463141, 2010;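 active = activation above the mean of all tested compounds plus 3 SD, cut at about 21% in these data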;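 also: 0% = DMSO alone and 100% = DMSO wells spiked with extra 5 µM PC-3 D3A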
#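 Test system: Procaspase-3 D3A mutant, all three cleavage aspartates alanine | Dosing: Single dose, 8.5 µM nominal compound, 0.8% DMSO | Schedule: 1 h preincubation, 2 h reaction | Technique: 405 nm absorbance of p-nitroaniline, reads at 0 and 120 min | Repeats: One well per compound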
# proCasp7 act = procaspase-7 activators, primary screen, counter-screen for procaspase-3 activator project, biochemical, absorbance, HTS, human; activation, % at 8.5 µM; Caspase-7 (Homo sapiens), P55210; actives 0.093% (n = 330,000); recombinant procaspase-7, Ac-DEVD-pNA absorbance 405 nm; D23A/D198A/D206A triple mutant, cannot self-cleave; scale: DMSO 0, 5 µM enzyme 100;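 active = percent activation above the screen-wide mean plus 3 SD, cut at about 25% in these data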
# Target sequence (P55210 whole entry D23A/D198A/D206A): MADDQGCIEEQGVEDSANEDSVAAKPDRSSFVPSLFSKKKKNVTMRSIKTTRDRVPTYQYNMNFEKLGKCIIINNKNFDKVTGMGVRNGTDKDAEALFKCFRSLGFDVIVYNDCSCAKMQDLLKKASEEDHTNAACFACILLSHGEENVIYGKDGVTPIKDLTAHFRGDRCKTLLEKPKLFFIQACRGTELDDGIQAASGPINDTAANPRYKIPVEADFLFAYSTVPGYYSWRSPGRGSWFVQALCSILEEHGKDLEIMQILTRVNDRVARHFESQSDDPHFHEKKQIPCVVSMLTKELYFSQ
#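 Assay system: Uncleavable procaspase-7 mutant enzyme | Input: 2 µM procaspase-7 mutant as dispensed | Timing: 1 h compound preincubation, 2 h substrate cleavage, 25 °C | Repeats: One well per compound | Control set: DMSO wells as 0%, DMSO with 5 µM added PC-7 as 100% | Technique: Epi-absorbance of released pNA at 405 nm, two timepoints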
# PP1 counter = PP1-alpha phosphatase inhibitors, primary screen, counter-screen for PP5 inhibitor project, biochemical, fluorescence, OMFP substrate, single point; Serine/threonine-protein phosphatase PP1-alpha catalytic subunit (Homo sapiens), P62136; purified PP1alpha; inhibition, % at 6.7 µM; actives 0.9% (n = 320,000); AID 2235, 2010;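 active = inhibition above the mean inhibition of all tested compounds plus 3 SD, computed separately for each screening campaign, cut at about 15% in these data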
# GRK2 aptamer HTS = compounds blocking aptamer binding on GRK2 – biochemical, human GRK2, bead flow cytometry, HTS, primary screen; Beta-adrenergic receptor kinase 1 (Homo sapiens), P25098; actives 0.59% (n = 330,000); FAM-aptamer displacement from GRK2; inhibition of aptamer binding, % at 10 µM; AID 488847, 2010;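 active = inhibition of aptamer binding above 40%, roughly 3 SD of noise, on plates passing a quality check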;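 also: median bead fluorescence of bound FAM aptamer so fluorescent compounds give negative values; no value below 0 was filed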
# Fh CTSL1 inh = Fasciola hepatica cathepsin L1 inhibitors, primary screen, counter-screen for PFM18AAP inhibitor project, biochemical, QFRET, fluorogenic peptide substrate; recombinant F. hepatica cathepsin L1, Z-Leu-Arg-MCA fluorescence; inhibition, % at 5.96 µM; actives 0.49% (n = 300,000); AID 1906, 2009;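 active = inhibition above the mean of all tested compounds plus 3 SD, set per screening campaign, cut at about 17% in these data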;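 also: 0% = plate median of test compound wells and 100% = 1 µM Z-Phe-Ala-diazomethylketone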
# HCV core dimer = inhibitors of HCV core protein dimerization, primary screen, biochemical, TR-FRET, high-throughput | actives 0.33% (n = 300,000) | inhibition, % at 5 µM | TR-FRET GST/Flag-core106 dimerization, 1536-well;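 active = inhibition above the mean of all tested compounds plus 3 SD, set per screening campaign, cut at about 45% in these data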
#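 test system = GST/Flag-tagged HCV core106 proteins | probe or stimulus = Eu donor and XL665 acceptor anti-tag antibodies | times = compound-protein-antibody incubation 4 h at 22.5 °C | signal = TR-FRET, excitation 340 nm, emission 617 and 671 nm | measure = percent inhibition of core106 dimerization signal | controls = wells lacking GST-core106 and wells with excess unlabelled core106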
# JMJD2C inh = inhibitors of GASC-1 histone demethylase, primary screen, biochemical, fluorescence, DELFIA europium; inhibition, % at 2.35 µM; Lysine-specific demethylase 4C (Homo sapiens), Q9H3R0; GST-JMJD2C(1-420) H3K9me3 demethylation; actives 0.069% (n = 330,000);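 active = more than half of a compound's replicate wells show inhibition beyond 50%, single wells judged on their own value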;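 also: signal counts dimethyl H3K9 product captured on neutravidin plate; 0% = median of DMSO wells and 100% = 0.3 times that DMSO median; strong numbers were not always called active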
# PP5 primary = PP5 phosphatase inhibitors, primary screen, biochemical, fluorescence | actives 0.18% (n = 320,000) | AID 1987, 2009 | purified PP5c, OMFP substrate fluorescence | inhibition, % at 6.7 µM;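 active = inhibition above the campaign's mean inhibition across all tested compounds plus 3 SD, cut at about 9.5% in these data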;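 also: 0% = DMSO only and 100% = 100 µM cantharidin control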
# Target sequence (P53041 whole entry, looked up): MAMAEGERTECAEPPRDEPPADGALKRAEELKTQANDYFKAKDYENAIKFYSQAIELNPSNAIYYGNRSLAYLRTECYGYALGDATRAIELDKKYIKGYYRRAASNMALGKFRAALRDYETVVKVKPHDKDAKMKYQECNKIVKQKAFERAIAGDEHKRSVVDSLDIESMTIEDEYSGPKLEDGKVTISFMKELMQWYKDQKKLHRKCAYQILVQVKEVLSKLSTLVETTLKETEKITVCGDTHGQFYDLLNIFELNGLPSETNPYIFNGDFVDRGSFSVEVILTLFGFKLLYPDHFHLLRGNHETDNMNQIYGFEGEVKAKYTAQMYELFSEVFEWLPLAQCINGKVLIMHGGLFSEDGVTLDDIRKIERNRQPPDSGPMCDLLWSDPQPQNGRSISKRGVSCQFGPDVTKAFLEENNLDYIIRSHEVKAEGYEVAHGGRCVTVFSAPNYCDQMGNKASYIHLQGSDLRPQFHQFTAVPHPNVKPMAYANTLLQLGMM
# * hit, by the source's call; . = not tested or not shown.
# Start of the data: the first 12 compounds (preview)
SMILES,VLA-4 inh,proCasp3 act,proCasp7 act,PP1 counter,GRK2 aptamer HTS,Fh CTSL1 inh,HCV core dimer,JMJD2C inh,PP5 primary
Cc1cccc(CSc2nnc([C@@H]3CCCN3)o2)c1,-16,3,0,0,1,0,-4,-3,1.7
CCOc1ccc(OCCCC(=O)Nc2nc3ccccc3[nH]2)cc1,6,7,11,-1,2,-4,6,6,-0.1
COc1ccc(C(=O)Nc2cnccn2)cc1[N+](=O)[O-],-12,4,-7,-4,0,1,-3,8,0.4
N#Cc1ccccc1NC(=O)CNc1ccccc1N1CCCCC1,-4,-5,4,2,5,1,2,-4,-1.2
CCC(=O)Nc1ccc(NC(=O)c2ccccc2)nc1,7,2,9,2,6,1,-2,-19,-2.5
Nc1nc(Nc2ccccc2)nc(NC2CCCCC2)c1[N+](=O)[O-],-1,2,0,4,0,5,7,-1,3.0
Cc1cc(C)cc(C(=O)NCC(=O)OCc2nc(N)nc(Nc3ccccc3C)n2)c1,-4,2,-6,0,6,.,.,3,5.3
N#Cc1ccc(C(=O)NCC(c2ccco2)N2CCCCC2)cc1 (centres undefined),6,-3,5,-3,0,1,-1,-4,2.5
CC(C)C(NC(=O)CCNC(=O)c1ccc(C(C)(C)C)cc1)c1nc2ccccc2[nH]1 (centres undefined),-55,5,6,2,5,.,.,-4,-0.4
Cc1cc(C(=O)COc2cccc3cccnc23)c(C)n1C,1,-10,-28,4,1,-3,6,6,-3.5
COc1ccc(NC(=O)CN(C)C(=O)c2ccc(C)s2)cc1,-5,-1,11,-2,3,-3,-3,6,0.8
COCCn1c(Sc2ccc(C)cc2)nc2c1c(=O)[nH]c(=O)n2C,1,-3,1,-2,0,-1,-4,9,2.9

# Main list, from the first entry:
SMILES,VLA-4 inh,proCasp3 act,proCasp7 act,PP1 counter,GRK2 aptamer HTS,Fh CTSL1 inh,HCV core dimer,JMJD2C inh,PP5 primary
Cc1cccc(CSc2nnc([C@@H]3CCCN3)o2)c1,-16,3,0,0,1,0,-4,-3,1.7
CCOc1ccc(OCCCC(=O)Nc2nc3ccccc3[nH]2)cc1,6,7,11,-1,2,-4,6,6,-0.1
COc1ccc(C(=O)Nc2cnccn2)cc1[N+](=O)[O-],-12,4,-7,-4,0,1,-3,8,0.4
N#Cc1ccccc1NC(=O)CNc1ccccc1N1CCCCC1,-4,-5,4,2,5,1,2,-4,-1.2
CCC(=O)Nc1ccc(NC(=O)c2ccccc2)nc1,7,2,9,2,6,1,-2,-19,-2.5
Nc1nc(Nc2ccccc2)nc(NC2CCCCC2)c1[N+](=O)[O-],-1,2,0,4,0,5,7,-1,3.0
Cc1cc(C)cc(C(=O)NCC(=O)OCc2nc(N)nc(Nc3ccccc3C)n2)c1,-4,2,-6,0,6,.,.,3,5.3
N#Cc1ccc(C(=O)NCC(c2ccco2)N2CCCCC2)cc1 (centres undefined),6,-3,5,-3,0,1,-1,-4,2.5
CC(C)C(NC(=O)CCNC(=O)c1ccc(C(C)(C)C)cc1)c1nc2ccccc2[nH]1 (centres undefined),-55,5,6,2,5,.,.,-4,-0.4
Cc1cc(C(=O)COc2cccc3cccnc23)c(C)n1C,1,-10,-28,4,1,-3,6,6,-3.5
COc1ccc(NC(=O)CN(C)C(=O)c2ccc(C)s2)cc1,-5,-1,11,-2,3,-3,-3,6,0.8
COCCn1c(Sc2ccc(C)cc2)nc2c1c(=O)[nH]c(=O)n2C,1,-3,1,-2,0,-1,-4,9,2.9
O=S(=O)(Nc1ncccn1)c1ccc(NC(=S)Nc2ccccc2Cl)cc1,8,1,5,-2,6,0,-2,3,-1.2
CC(C)CN(C(=O)CCCSc1nc2ccccc2[nH]1)c1c(N)n(Cc2ccccc2)c(=O)[nH]c1=O,-13,11,0,-5,3,-4,-2,-19,-0.1
COc1ccc(/C(C)=N\n2cnnc2)cc1,7,-1,-1,-1,0,1,-5,0,0.7
N#CC(=C=[N-])/C=C(\C(=O)c1ccccc1)[n+]1ccccc1,1,9,-1,-1,0,6,2,6,0.4
COC(=O)[C@@H]1[C@@H](C)N(Cc2ccccc2)C(=O)N[C@H]1c1cccc(C(F)(F)F)c1,19,-5,3,-1,0,1,-9,-10,3.1
Cc1ccc(N2C(=O)c3ccc(C(=O)NCCN4CCOCC4)cc3C2=O)cc1,-5,-1,1,-4,1,0,4,-4,0.1
CC(C)NC(=O)Nc1cccc2c1O[C@H](CN(C)S(=O)(=O)c1ccc(F)cc1)[C@@H](C)CN([C@H](C)CO)C2=O,30,2,1,.,4,.,.,.,.
CN(C[C@@H](Cc1cccc2ccccc12)N(C[C@H](Cc1ccccc1)N(CCc1ccccc1)N=O)N=O)N=O,4,-5,5,6,0,-2,18,6,0.9
Cc1cccc(OCCNS(=O)(=O)c2ccc(Cl)cc2)c1,15,3,-3,-2,2,.,.,2,4.8
COc1ccc(N2CCN(C(=O)COC(=O)CNC(=O)c3cccc(OC(F)F)c3)CC2)cc1,3,0,5,-2,0,.,.,0,0.9
Cc1cccnc1NC(=O)C1CC(=O)N(c2ccc3c(c2)OCCO3)C1 (centres undefined),9,1,5,-1,0,-4,13,2,0.5
Cc1ccc(-c2nnc(OCc3nc4ccccc4n3C)c3ccccc23)cc1,-14,4,-4,-5,1,2,0,-2,-1.5
Cc1ccc(S(=O)(=O)NC(C(=O)N2CCOCCOCCOCC2)C(C)C)cc1 (centres undefined),-2,0,1,-1,0,0,-1,2,-1.2
CCOC(=O)NC(=O)CSc1ccc(S(=O)(=O)N2CCCCC2)cn1,-1,-9,3,.,1,.,.,3,.
S=C(NCc1ccco1)Nc1cccc(Cl)c1Cl,14,-2,-6,7,13,3,-14,4,4.6
NNC(=O)c1cc2cc(OC(F)(F)F)ccc2[nH]1,0,-21,-17,3,0,8,1,-18,2.1
CCN(CC(=O)Nc1ccc2c(c1)OCO2)S(=O)(=O)c1ccccc1,-1,0,1,-1,3,-1,4,-1,4.0
COc1cc(C(=O)c2ccccc2)c([N+](=O)[O-])cc1OC,-8,0,0,-5,4,3,0,3,0.9
Cc1nc2ccccn2c1/C(O)=C1\C(=O)C(=O)N(CCN(C)C)C1c1cccnc1 (centres undefined),-1,13,3,-3,1,2,1,11,0.7
O=C(O)Cc1sc(-c2cccnc2)nc1-c1ccc(Br)cc1,-16,-2,-5,5,9,-7,24,-42,2.6
CC(C)CCNC(=O)NC(=O)CSc1nnc(-c2ccccc2Br)o1,9,-8,-3,4,0,-1,3,6,3.4
CCC(C)(C)NC(=O)CN(Cc1cccs1)C(=O)CNS(=O)(=O)c1ccc(F)cc1,-3,5,-3,-4,0,-1,2,1,-4.3
CSc1nn(-c2ccc(C(=O)OCC(=O)NC(=O)NC(C)C)cc2)c(=S)s1,.,2,10,2,7,1,-2,-3,4.3
CC(C)SCCCOc1ccc(C(C)(C)C)cc1,6,3,3,-1,3,-1,3,-1,-1.8
COc1ccccc1OCCNC(=O)CN1C(=O)NC2(CCCCC2)C1=O,19,7,5,-3,0,.,.,-6,1.9
CC(C)(COC(=O)Nc1ccccc1)COC(=O)Nc1ccccc1,-1,-6,6,0,4,3,5,9,4.8
Cc1coc2c(C)c3oc(=O)c(CC(=O)N[C@@H](CC(C)C)C(=O)O)c(C)c3cc12,12,-6,7,1,1,1,0,16,1.1
Cc1ccc(C)c(N(C)C(=O)CCS(=O)(=O)c2cccc3nonc23)c1,-1,-2,2,8,0,1,-7,-5,2.0
CC(C)(C)c1cc(C(=O)NN)n(Cc2ccc(F)cc2)n1,18,1,3,-4,0,-4,-4,-1,1.7
Cc1noc(C)c1C(=O)Nc1nc(-c2ccc([N+](=O)[O-])cc2)cs1,-3,-1,0,0,0,2,11,28,0.1
O=C(CSc1nnc(-c2cccnc2)n1-c1ccccc1)Nc1ccccc1,6,9,-12,2,3,2,-2,-7,4.3
Cn1cc(/C=N/n2cnc3scc(-c4ccc(Cl)cc4)c3c2=O)c2ccccc21,19,9,1,5,0,5,35,4,-0.1
CCc1cc2c(=O)n(Cc3ccco3)c(SCC(=O)NCC3CCCO3)nc2s1 (centres undefined),-13,-1,-4,5,0,3,-4,3,3.9
Cc1ccc(-c2nc(S(=O)(=O)c3ccccc3)c(SCC(=O)NCC3CCCO3)o2)cc1 (centres undefined),0,1,3,3,0,0,-1,-7,2.0
Cc1ccc(C(=O)/C=C2\NCCNC2=O)cc1,1,-2,10,1,1,3,-3,0,-0.7
COCCNC(=O)/C(C#N)=C/c1c(N2CCN(c3ccccc3)CC2)nc2c(C)cccn2c1=O,-8,-1,-1,0,3,2,13,3,0.2
O=C(OCc1nc2ccccc2s1)C1CCN(S(=O)(=O)c2cccs2)CC1,-17,-2,9,3,0,-3,8,7,1.8
COc1cc(CC(=O)OCC(=O)Nc2ccc3c(c2)OCCO3)cc(OC)c1OC,7,-3,-3,3,2,-4,8,-15,5.0

# Remaining list, next part.
SMILES,VLA-4 inh,proCasp3 act,proCasp7 act,PP1 counter,GRK2 aptamer HTS,Fh CTSL1 inh,HCV core dimer,JMJD2C inh,PP5 primary
Cc1cc(Cl)ccc1Oc1ncnc2oc(-c3ccccc3)cc12,-13,2,2,-1,1,-4,14,-6,1.9
Cc1cccc(C)c1OCc1cc(C(=O)N(Cc2nccn2C)C(C)C)no1,10,-2,3,0,5,-1,-13,-3,0.1
COc1ccc(CCC(=O)NC2CCCCC2)cc1,-7,0,8,-2,0,-1,-2,-1,3.6
CCCc1nc2oc(C(=O)c3ccccc3)c(N)c2c2c1COC(C)(C)C2,-2,-9,-6,-2,0,7,-4,4,0.1
O=C(CC1C(=O)NCCN1Cc1cccc(Oc2ccccc2)c1)NCCc1cscn1 (centres undefined),-3,-2,-9,-3,0,0,-11,7,3.0
CN=C1CC(SC)=C1c1ccc(C)cc1,-3,9,-3,-1,2,-2,3,1,-0.3
